Assay outcomes from PubChem BioAssay.
PKA-R2B activ: activators of human PKA-R2B complex | AID 504700 | P22694+P31323 | PKA-R2B holoenzyme dissociation, Cy5-IP20 fluorescence polarization; R2B truncated from residue 108, S112A mutant; 0% DMSO only, 100% 113 µM cGMP | 0.079% of 340,000 active | activation, % at 11.4 µM;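 active = activation above a cutoff set at the mean over all compounds plus 3 SD, cut at about 18% in these data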;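 note: higher means more holoenzyme dissociation and a rise in polarization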
Pemphigus Ab inh: human desmoglein-3 autoantibody binding inhibition | P32926 | DSG3-coupled beads, scFv-anti-DSG3-GFP binding, flow cytometry; active compounds read low | binding (percent of control), % at 10 µM | 0.48% of 310,000 active;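 active = binding more than 3 SD below its plate's average and above zero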;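 note: hits lower antibody fragment binding to DSG3; some compounds called inactive have numbers as strong as hits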
DAGLB inhibitor: blocks human DAGLB lipase activity; Q8NCG7; HEK293T DAGLB membrane lysate, EnzChek fluorogenic substrate; inhibition, % at 5.17 µM; 0.059% of 340,000 active; AID 504411; in the data active = inhibition above about 34%;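 note: 0% = enzyme with vehicle and 100% = wells lacking enzyme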
Target sequence (Q8NCG7 whole entry, looked up): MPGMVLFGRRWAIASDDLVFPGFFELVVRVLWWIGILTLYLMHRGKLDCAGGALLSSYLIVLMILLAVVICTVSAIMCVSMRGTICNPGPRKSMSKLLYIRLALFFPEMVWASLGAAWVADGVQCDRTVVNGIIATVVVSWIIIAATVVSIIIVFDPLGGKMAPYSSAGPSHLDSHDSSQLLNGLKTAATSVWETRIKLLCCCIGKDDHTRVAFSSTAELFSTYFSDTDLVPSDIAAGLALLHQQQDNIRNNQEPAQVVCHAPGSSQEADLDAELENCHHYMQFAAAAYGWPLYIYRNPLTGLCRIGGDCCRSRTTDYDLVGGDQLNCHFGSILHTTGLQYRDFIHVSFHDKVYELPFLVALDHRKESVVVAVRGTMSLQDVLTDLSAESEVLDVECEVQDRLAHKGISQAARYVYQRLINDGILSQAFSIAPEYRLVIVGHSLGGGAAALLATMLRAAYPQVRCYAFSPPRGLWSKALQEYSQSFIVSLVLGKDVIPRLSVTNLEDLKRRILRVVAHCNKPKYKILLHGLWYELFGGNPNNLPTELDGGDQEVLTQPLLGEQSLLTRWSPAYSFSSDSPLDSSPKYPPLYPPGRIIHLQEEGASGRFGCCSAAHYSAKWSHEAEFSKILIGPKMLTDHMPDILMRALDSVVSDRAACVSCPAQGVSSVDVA
V-ATPase pH: yeast V-ATPase proton transport regulation by pHLuorin | S. cerevisiae, pHLuorin cytosolic pH fluorescence | response, % at 10 µM | 0.37% of 350,000 active; in the data active = response mostly above about 7.3%, no sharp cut-off; inactive = mostly below about 5.4%; note: actives read high; inactives centre near 0; some compounds called inactive have numbers as strong as hits; reference of the scale not given here
OPRM1-OPRD1 ag: agonists of human mu-delta opioid receptor heterodimerization; P35372+P41143; cells, OPRM1-OPRD1 heterodimerization, luminescence; activation, % at 9.3 µM; 0.3% of 340,000 active; AID 504326; in the data active = activation above about 18%;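 note: 0% = vehicle-treated cells and 100% = reference agonist; values of inactives mirror those of a sister screen read the other way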
Arrestin-AP2 inh: human beta-arrestin and AP2 interaction inhibition; FITC-arrestin peptide / GST-AP2 beads, flow cytometry; AP2 beta2 appendage carries R879A mutation; inhibition, % at 10 µM; 0.31% of 340,000 active;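 active = inhibition above a set limit, near 3 SD of compounds lacking own fluorescence, cut at about 54% in these data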;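 note: plate controls were DMSO wells for no effect and 5 µM unlabelled arrestin peptide for full effect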
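Material – AP2 appendage R879A on GSH beads · Buffer or medium – PBS with 0.05% Tween 20 and 0.1% BSA · Probe or stimulus – fluorescein-tagged arrestin peptide at 50 nM final · Incubation – compound with beads 12 min RT, then probe 1 h RT · Detection – high-throughput flow cytometry of beads, ex 488, em 535 nm · Evaluation – percent response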
HTR5A ag: HTR5A agonism, opioid heterodimer counter-screen; P47898; HTR5A agonist assay, luminescence, cell-based; activation, % at 9.3 µM; 0.61% of 340,000 active; in the data active = activation mostly above about 9.5%, no sharp cut-off; inactive = mostly below about 7.6%;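 note: 0% = cells with vehicle only and 100% = reference agonist; strong numbers were not always called active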
Target sequence (P47898 whole entry, looked up): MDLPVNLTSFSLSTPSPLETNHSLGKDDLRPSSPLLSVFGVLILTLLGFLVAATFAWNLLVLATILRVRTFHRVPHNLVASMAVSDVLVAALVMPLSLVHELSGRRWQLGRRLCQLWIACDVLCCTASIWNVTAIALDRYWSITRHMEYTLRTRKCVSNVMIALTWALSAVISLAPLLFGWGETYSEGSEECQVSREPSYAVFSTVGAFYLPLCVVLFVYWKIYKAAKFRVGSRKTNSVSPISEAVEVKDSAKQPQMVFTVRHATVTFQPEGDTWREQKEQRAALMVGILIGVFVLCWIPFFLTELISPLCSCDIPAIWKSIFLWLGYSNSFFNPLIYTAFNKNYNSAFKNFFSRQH
OPRM1-OPRD1 inv: inverse agonists of human mu-delta opioid receptor heterodimerization; inhibition, % at 9.3 µM; P35372+P41143; cell-based MOR-DOR heterodimer luminescence, inverse agonism; 0.21% of 340,000 active; AID 504357; in the data active = inhibition above about 22%, passing the limit was not always enough;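 note: 0% = cells with DMSO and 100% = wells without cells with DMSO; values of inactives mirror those of a sister screen read the other way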
HTR5A inv ag: inverse agonist of human HTR5A in OPRM1-OPRD1 counter-screen; P47898; HTR5A cell line, luminescence, inverse agonism; inhibition, % at 9.3 µM; 0.083% of 340,000 active; in the data active = inhibition mostly above about 23%, no sharp cut-off; inactive = mostly below about 18%;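 note: 0% = cells with DMSO and 100% = no-cell wells with DMSO; some compounds called inactive have numbers as strong as hits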
PKA-R1A act: activates the PKA-R1A holoenzyme complex. activation, % at 11.4 µM. AID 504707. P00514+P68181. 0.083% of 340,000 active. PKA-R1A dissociation, Cy5-IP20 fluorescence polarization; scaled: DMSO 0%, 113 µM cGMP 100%;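 active = percent activation above the mean of all tested compounds plus 3 SD, cut at about 19% in these data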;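 note: higher means more PKAc released from R1A so a rise in polarization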
* hit, by the source's call; x = no result given.

SMILES	PKA-R2B activ	Pemphigus Ab inh	DAGLB inhibitor	V-ATPase pH	OPRM1-OPRD1 ag	Arrestin-AP2 inh	HTR5A ag	OPRM1-OPRD1 inv	HTR5A inv ag	PKA-R1A act
C(=Cc1cnnc2ccccc12)c1ccccc1	-3	95	-1	1	-1.4	28	-3	7	10	10
O=C1C=Cc2ccccc2/C1=C/c1[nH]c(=O)[nH]c1O	2	119	-2	0	0.5	-5	0	-2	0	7
S=c1[nH]nc(-c2cc(-c3ccco3)[nH]n2)n1-c1ccccc1Cl	9	99	3	-2	-1.0	26	-7	6	20	2
Cc1cc(C)c2oc(-c3cccc(NC(=O)c4ccc(F)cc4)c3)nc2c1	3	107	0	2	-3.0	9	0	15	1	6
CC(C)(C)n1cc(S(=O)(=O)c2ccccc2)[nH]c1=O	-2	108	-1	3	-2.3	14	6	11	0	2
Cc1cc(NS(=O)(=O)c2ccc(NC(=O)c3cc(-c4cccnc4)nc4ccc(Cl)cc34)cc2)no1	1	99	1	-1	-0.5	12	0	3	-22	3
CCc1nnc(NC(=O)CCC(=O)N2CCN(CCc3ccccc3)CC2)s1	-10	105	-4	1	-0.9	1	8	5	-21	10
CCN(CC)CCN1C(=O)c2ccccc2NC1c1ccccc1F (configuration not stated)	-5	104	1	0	0.9	-3	-1	-6	2	-1
O=C(N/N=C/c1cccc(Cl)c1)c1c(O)c2c([nH]c1=O)CCCC2	9	97	-1	-2	-2.9	13	8	16	4	2
CCOC(=O)c1c(C)[nH]c(=S)c(C#N)c1-c1ccccc1	-1	98	2	-1	-1.6	-4	-3	7	39	0
O=C(COc1ccccc1)NS(=O)(=O)c1ccccc1	2	88	2	-1	-1.6	-5	6	10	-17	-5
O=C(CN1C(=O)CCC1=O)Nc1nc(-c2cccs2)cs1	2	103	1	-6	-0.9	5	4	5	-13	-5
CC1/C(=C\c2ccc(Cl)cc2)C(=O)C2CC1C2(C)C (configuration not stated)	-10	108	-7	-1	5.3	-2	1	-32	-18	-2
COc1cc2c(cc1OC)C(Cc1ccccc1[N+](=O)[O-])=NCC2	8	91	0	2	4.2	12	2	-22	-6	3
CC(C)Cn1c(=O)c2ccccc2n2c(CCC(=O)NCC3CCCO3)nnc12 (configuration not stated)	-8	90	1	0	-0.7	-4	1	4	-9	3
CN(Cc1nccs1)C(=O)CC1C(=O)NCCN1Cc1ccc(-c2ccccc2)cc1 (configuration not stated)	1	104	-3	-2	-1.2	9	5	6	-18	-10
COc1cc(C(=O)Nc2cccc(S(=O)(=O)N3CCCC3)c2)c([N+](=O)[O-])cc1OC	-7	100	-1	5	-3.4	-1	-6	18	14	-5
COc1ccc(-c2nc3ccc(C(=O)NCCCN4CCOCC4)cc3nc2-c2ccc(OC)cc2)cc1	-2	98	0	-3	-1.8	-11	7	9	2	-3
O=C(NCc1ccco1)c1cc(-c2ccccc2)nc2ccccc12	-1	x	-1	2	0.8	-1	3	-3	-6	-6
N#Cc1c(N)c(C(=O)c2ccccc2)n2c1CCCC2	0	103	0	3	0.3	16	4	-2	-8	1

Rewritten field by field: part of the list above
structure: CC(C)(C)n1cc(S(=O)(=O)c2ccccc2)[nH]c1=O
  PKA-R2B activ: -2
  Pemphigus Ab inh: 108
  DAGLB inhibitor: -1
  V-ATPase pH: 3
  OPRM1-OPRD1 ag: -2.3
  Arrestin-AP2 inh: 14
  HTR5A ag: 6
  OPRM1-OPRD1 inv: 11
  HTR5A inv ag: 0
  PKA-R1A act: 2

structure: Cc1cc(NS(=O)(=O)c2ccc(NC(=O)c3cc(-c4cccnc4)nc4ccc(Cl)cc34)cc2)no1
  PKA-R2B activ: 1
  Pemphigus Ab inh: 99
  DAGLB inhibitor: 1
  V-ATPase pH: -1
  OPRM1-OPRD1 ag: -0.5
  Arrestin-AP2 inh: 12
  HTR5A ag: 0
  OPRM1-OPRD1 inv: 3
  HTR5A inv ag: -22
  PKA-R1A act: 3

structure: CCc1nnc(NC(=O)CCC(=O)N2CCN(CCc3ccccc3)CC2)s1
  PKA-R2B activ: -10
  Pemphigus Ab inh: 105
  DAGLB inhibitor: -4
  V-ATPase pH: 1
  OPRM1-OPRD1 ag: -0.9
  Arrestin-AP2 inh: 1
  HTR5A ag: 8
  OPRM1-OPRD1 inv: 5
  HTR5A inv ag: -21
  PKA-R1A act: 10

structure: CCN(CC)CCN1C(=O)c2ccccc2NC1c1ccccc1F (configuration not stated)
  PKA-R2B activ: -5
  Pemphigus Ab inh: 104
  DAGLB inhibitor: 1
  V-ATPase pH: 0
  OPRM1-OPRD1 ag: 0.9
  Arrestin-AP2 inh: -3
  HTR5A ag: -1
  OPRM1-OPRD1 inv: -6
  HTR5A inv ag: 2
  PKA-R1A act: -1

As a working copy, 6 of the compounds above:
SMILES	PKA-R2B activ	Pemphigus Ab inh	DAGLB inhibitor	V-ATPase pH	OPRM1-OPRD1 ag	Arrestin-AP2 inh	HTR5A ag	OPRM1-OPRD1 inv	HTR5A inv ag	PKA-R1A act
C(=Cc1cnnc2ccccc12)c1ccccc1	-3	95	-1	1	-1.4	28	-3	7	10	10
O=C1C=Cc2ccccc2/C1=C/c1[nH]c(=O)[nH]c1O	2	119	-2	0	0.5	-5	0	-2	0	7
S=c1[nH]nc(-c2cc(-c3ccco3)[nH]n2)n1-c1ccccc1Cl	9	99	3	-2	-1.0	26	-7	6	20	2
Cc1cc(C)c2oc(-c3cccc(NC(=O)c4ccc(F)cc4)c3)nc2c1	3	107	0	2	-3.0	9	0	15	1	6
CC(C)(C)n1cc(S(=O)(=O)c2ccccc2)[nH]c1=O	-2	108	-1	3	-2.3	14	6	11	0	2
Cc1cc(NS(=O)(=O)c2ccc(NC(=O)c3cc(-c4cccnc4)nc4ccc(Cl)cc34)cc2)no1	1	99	1	-1	-0.5	12	0	3	-22	3

Continued.
SMILES	PKA-R2B activ	Pemphigus Ab inh	DAGLB inhibitor	V-ATPase pH	OPRM1-OPRD1 ag	Arrestin-AP2 inh	HTR5A ag	OPRM1-OPRD1 inv	HTR5A inv ag	PKA-R1A act
CCOc1ccc(OCC)c(NC(=O)CN2CCN(CC(=O)NC(C)C)CC2)c1	-2	104	-1	3	-2.3	-3	-2	11	6	-6
O=C(NCCc1ccccc1C(F)(F)F)C1CCC(=O)N(CCCN2CCCC2=O)C1 (configuration not stated)	5	105	-2	8	-1.6	33	9	8	-24	-10
Cc1ccccc1NC(=O)C(C)OC(=O)CCC(=O)c1ccccc1 (configuration not stated)	-6	108	0	-2	x	x	x	x	x	4
CCOc1ccc(S(=O)(=O)N2CN(c3cccc(C(C)=O)c3)c3nc4ccccc4nc32)cc1	-6	x	0	2	-2.0	29	0	10	1	-6
C[C@H](NC(=O)c1nc[nH]c1C(=O)NCCCCCN)C(=O)OC(C)(C)C	-13	99	1	-3	-3.6	1	0	20	-3	-7
CCOC(=O)C1=C(COC(=O)Cc2c(F)cccc2Cl)NC(=O)NC1C (configuration not stated)	-6	x	-4	0	-3.6	4	-5	15	11	-10
CCOC(=O)C1C(=O)NC(N2CCN(c3ccccc3)CC2)=NC1c1ccco1 (configuration not stated)	15	101	-2	0	-3.4	-4	-3	17	9	3
CCOc1ccc2nc(NC(=O)C3CCCN(S(=O)(=O)c4cccs4)C3)sc2c1 (configuration not stated)	7	106	3	1	-1.0	24	2	5	-12	4
CN(Cc1ccccc1C(F)(F)F)C(=O)C1CCC(=O)N(CC2CCCCC2)C1 (configuration not stated)	0	103	-2	0	x	x	x	x	x	-1
CN(CC(=O)Nc1ccccc1Cl)C(=O)C1CCN(S(=O)(=O)c2ccc3c(c2)OCCO3)CC1	-8	91	0	3	-2.4	-6	-3	13	17	1
C=CCOc1ccc(/C=C(\C#N)C(=O)Nc2ccccn2)cc1OC	2	103	-4	-1	-2.1	24	4	13	-12	-2
C[C@@H]1CCCCO[C@H](CN(C)C(=O)Nc2ccc3c(c2)OCO3)[C@H](C)CN([C@@H](C)CO)C(=O)c2cc(NS(=O)(=O)c3ccc(Cl)cc3)ccc2O1	-6	100	0	-2	x	x	x	x	x	-9
COC(=O)c1ccc(S(=O)(=O)N(Cc2ccccc2)Cc2ccccc2)n1C	6	106	-6	-1	-2.4	-12	0	13	-4	-5
O=C(NC1CCCCC1NC(=O)c1cccs1)c1cccs1 (configuration not stated)	-10	104	0	-1	-2.0	22	0	11	-2	-7
CC(/C=C/c1ccccc1F)=N\NC(=O)c1ccccc1	-3	91	-3	0	-0.2	-14	1	1	14	5
CCOC(=O)C(/C=C(\C#N)C(=O)OCC)=C(/N)N1CCN(c2ccccc2)CC1	0	103	0	4	-1.4	9	1	8	-3	8
CC(C)NC(=O)Nc1ccc2c(c1)C(=O)N([C@H](C)CO)C[C@H](C)[C@@H](CN(C)Cc1ccc(C(F)(F)F)cc1)OCCCC[C@@H](C)O2	8	109	-4	-2	x	x	x	x	x	3
Brc1ccc(NCc2cccc3ccccc23)nc1	11	100	-6	-5	3.2	28	-2	-16	22	-4
CCOc1cc(NC(=S)Nc2cccc(C)c2)c(OCC)cc1NC(=O)CC(C)C	2	102	0	0	1.6	8	0	-8	-1	-5
CCOc1ccc(N(C(=O)CNC(=O)c2ccco2)C(C(=O)NC2CCCC2)c2cccnc2)cc1 (configuration not stated)	6	97	-2	-1	-0.9	2	2	7	2	5
COc1ccc(C(=O)Nc2nc(-c3cccs3)cs2)cc1	2	x	-3	3	0.7	4	3	-3	-6	1
Cn1c(=O)[nH]c(=O)c2c1nc(NC1CCCC1)n2Cc1ccccc1	-5	114	2	0	-1.6	-1	10.0*	8	-38	3
CCCNC(=S)NC1CC2CCCC(C1)N2CC(C)C (configuration not stated)	-10	125	-1	0	-3.5	-10	5	16	-17	-6
CCCn1c2c(c(O)c(C(=O)NC)c1=O)CCCC2	-8	115	-4	1	-0.6	-1	3	3	-1	5
Cc1ccc(NC(=O)CNc2cccc(Br)c2)cc1S(=O)(=O)N1CCOCC1	4	x	-9	-4	0.7	5	2	-3	-9	12
O=C(Nc1ccccc1)c1ccccc1NC(=O)C(F)(F)F	0	105	-3	2	1.0	-1	-2	-5	7	-5
COc1cc(/C=N/NC(=O)c2c(-c3ccccc3)noc2C)cc(OC)c1OC	1	85	3	0	1.1	-8	4	-7	-11	0
Cc1ccc(-c2ccc(CCC(=O)O)n2Cc2ccco2)cc1	1	73	4	-4	-1.2	24	3	6	-28	1
CCNC(=O)NC(=O)C(C)N1C(=O)NC(c2ccccc2)(c2ccccc2)C1=O (configuration not stated)	-7	103	0	1	-3.2	-7	3	17	-39	-6
O=C(c1c(F)cccc1F)N(Cc1ccccc1)Cc1ccccc1	-5	115	-9	-4	8.5	-2	0	-45	-3	-6
O=C(C1CCC1)N1CCN(c2ccnc3cc(Cl)ccc23)CC1	-3	112	-4	8	-3.0	-14	3	15	-5	-11
COC(=O)C(=Nc1ccccc1)/C(C(=O)C(=O)N(C)c1ccccc1)=C(\O)c1ccc(Cl)cc1	-4	102	5	1	-2.0	7	1	11	-12	3
